Screening data from PubChem.
PfGluPho inh = PfG6PD enzyme inhibitors, primary screen, biochemical, fluorescence intensity, uHTS | 0.78% of 350,000 active | AID 504690, 2011 | inhibition, % at 20 µM | PfGluPho enzyme, NADPH resazurin-diaphorase fluorescence;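 active = inhibition reaching at least a set limit at 20 µM in the primary screen, cut at about 59% in these data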;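 note: 0% = DMSO wells with substrate and 100% = DMSO wells lacking glucose-6-phosphate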
hIAP activ = human IAP activators, primary screen, biochemical, luminescence, uHTS; 0.16% of 330,000 active; activation factor at 10 µM; purified human IAP, CDP-Star luminescence, 30 min; active compounds read high; 1 = vehicle-only enzyme, 0 = enzyme-free background; AID 2524, 2010;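 active = activation factor of the enzyme at least 2-fold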; note: the source names both 10 and 20 µM as test concentration; values of inactives mirror those of a sister screen read the other way
Target sequence (P09923 whole entry, looked up): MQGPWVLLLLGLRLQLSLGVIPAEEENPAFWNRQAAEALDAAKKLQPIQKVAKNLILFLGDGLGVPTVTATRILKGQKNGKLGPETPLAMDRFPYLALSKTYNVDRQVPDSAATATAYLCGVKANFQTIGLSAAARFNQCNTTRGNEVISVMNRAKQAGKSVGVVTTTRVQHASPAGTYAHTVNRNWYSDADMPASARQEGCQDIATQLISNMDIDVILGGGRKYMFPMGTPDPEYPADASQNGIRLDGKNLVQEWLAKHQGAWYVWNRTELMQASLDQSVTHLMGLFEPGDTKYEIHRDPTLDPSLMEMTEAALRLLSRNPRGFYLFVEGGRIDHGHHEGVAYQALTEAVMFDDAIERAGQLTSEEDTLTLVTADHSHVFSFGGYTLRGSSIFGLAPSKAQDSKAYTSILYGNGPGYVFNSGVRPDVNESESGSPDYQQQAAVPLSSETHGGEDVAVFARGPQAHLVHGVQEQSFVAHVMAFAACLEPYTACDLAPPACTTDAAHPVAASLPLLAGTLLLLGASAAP
A3A deaminase = APOBEC3A ssDNA deaminase inhibitors, primary screen, selectivity assay for APOBEC3G inhibitor project, biochemical, FAM/TAMRA oligo cleavage fluorescence. DNA dC->dU-editing enzyme APOBEC-3A (Homo sapiens), P31941. recombinant A3A, FAM/TAMRA ssDNA deamination fluorescence. inhibition, % at 20 µM. 0.41% of 330,000 active. AID 493011, 2011;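 active = at least 40% inhibition at 20 µM here, with at most 30% in a related deaminase screen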;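 note: plate controls were A3A with DMSO for no effect and wells lacking A3A enzyme for full effect; some results filed as inactive read as strong as hits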
Target sequence (P31941 whole entry, looked up): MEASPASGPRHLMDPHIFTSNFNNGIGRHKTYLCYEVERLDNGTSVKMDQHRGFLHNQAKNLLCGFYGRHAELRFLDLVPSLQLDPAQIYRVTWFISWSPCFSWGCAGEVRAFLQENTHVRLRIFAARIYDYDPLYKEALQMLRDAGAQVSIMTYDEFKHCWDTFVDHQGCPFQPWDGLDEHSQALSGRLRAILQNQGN
HKDC1 inhibitor = HKDC1 hexokinase inhibitors, primary screen, biochemical, fluorescence, uHTS; Q2TB90; recombinant HKDC1, G6PDH/diaphorase resazurin coupled fluorescence; inhibition, % at 20 µM; 0.16% of 340,000 active; AID 493160, 2011;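 active = inhibition above about 35% when tested at 20 µM, limit read from the data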;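 note: plate controls were DMSO wells with enzyme for no effect and DMSO wells lacking enzyme for full effect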
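Test system: recombinant HKDC1 (HK5) hexokinase enzyme, produced in-house / Doses: 20 µM test compound, 1% DMSO / Timing: 90 min, room temperature / Detection: G6PDH/diaphorase-coupled fluorescence, 1 mM NADP, 100 µM resazurin, 525/613 nm / Control set: DMSO wells with and without enzyme mix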
mIAP activ = activators of mouse IAP, primary screen, biochemical, luminescence, uHTS; intestinal alkaline phosphatase [Mus musculus]; muIAP, CDP-Star luminescence, 30 min; active compounds read high; 1 = vehicle-only enzyme signal, 0 = enzyme-free wells; activation factor at 10 µM; 0.24% of 330,000 active; AID 2805, 2010;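 active = activation factor of at least 2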; note: the source names both 10 and 20 µM as test concentration; values of inactives mirror those of a sister screen read the other way
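Assay system: mouse IAP enzyme / Compound: DMSO-dissolved test compounds / Timing: 30 min, room temperature / Measured by: luminescence from enzymatic CDP-Star hydrolysis / Control set: DMSO-only wells, enzyme-free buffer wells as negative control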
mIAP inh = inhibitors of mouse IAP, primary screen, biochemical, luminescence, uHTS. intestinal alkaline phosphatase [Mus musculus]. purified mouse IAP, CDP-Star luminescence, 30 min. inhibition, % at 10 µM. 0.2% of 330,000 active. AID 2806, 2010;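 active = inhibition of at least 40% at 10 µM in the primary screen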;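 note: plate controls were DMSO with enzyme for no effect and no enzyme wells for full effect; values of inactives mirror those of a sister screen read the other way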
ATG4B inh = ATG4B protease inhibitors, primary screen, biochemical, fluorescence, uHTS; Cysteine protease ATG4B (Homo sapiens), Q9Y4P1; ATG4B cleavage of LC3-PLA2, NBD-HPC fluorescence, 1 h; inhibition, % at 8.33 µM; 0.51% of 340,000 active; AID 504462, 2011; in the data active = inhibition above about 40%
hIAP inh = human IAP inhibitors, primary screen, biochemical, luminescence, uHTS; purified IAP, CDP-Star luminescence, 30 min; Intestinal-type alkaline phosphatase (Homo sapiens), P09923; 0.12% of 330,000 active; inhibition, % at 10 µM;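 active = inhibition reaching a set limit with compound at 10 µM in the primary screen, cut at about 35% in these data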;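 note: plate controls were DMSO wells with enzyme for no effect and no-enzyme buffer wells for full effect; values of inactives mirror those of a sister screen read the other way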
Starred values were filed as active, the others as inactive.

Value order: A3A deaminase	PfGluPho inh	hIAP inh	HKDC1 inhibitor	hIAP activ	ATG4B inh	mIAP inh	mIAP activ
CN1CCN(C(=O)CSc2nc3c(c(=O)n(C)c(=O)n3C)n2C)CC1
→ -1	-18	-3	0	1	2	11	0.89
CC(=O)Nc1ccc2c(c1)nc1n2CCSC1
→ 7	5	2	-8	0.98	-18	1	0.99
CCCc1c(NC(=O)Nc2ccc(F)cc2)cnn1-c1ccc(Cl)cc1
→ -4	3	-43	-2	1.4	10	-278	3.8*
COc1cccc2sc(N(CCCN(C)C)C(=O)c3ccc(S(=O)(=O)N4CCc5ccccc5C4)cc3)nc12
→ -3	-14	8	-1	0.92	6	3	0.97
CC(C)=CC(=O)Nc1ccccc1C(N)=O
→ -1	2	9	-7	0.91	4	4	0.96
CSCCC(=O)N1CCCC(CNC(=O)c2ccc(-c3ccccc3)cc2)C1 (configuration not stated)
→ -1	28	-2	-9	1	-19	-3	1
COc1ccc(CCN2CC(C(=O)NC3CCOCC3)CCC2=O)cc1 (configuration not stated)
→ -4	4	0	0	1	-5	8	0.92
COCc1ccc(CN2CCCC(C(=O)Nc3ccc(-c4cccc(OC)c4)cc3)C2)o1 (configuration not stated)
→ -1	13	-4	-2	1	1	0	1
CC(=O)N1CCN(Cc2nc3cc(NC(=O)Nc4ccccc4)ccc3n2C)CC1
→ 4	-13	-10	2	1.1	-5	-16	1.2
COc1ccc(/C=C2/SC(=S)NC2=O)cc1OCc1ccccc1
→ -6	-39	22	5	0.78	-4	9	0.91
CCOC(=O)N(C)OC(=O)Nc1ccc(Cl)c(Cl)c1
→ 4	-14	10	7	0.9	0	-9	1.1
CSc1ncccc1C(=O)Nc1cccc(S(=O)(=O)N2CCCCCC2)c1
→ -4	13	0	0	1	-9	-5	1.1
CCN(C(=O)COC(=O)/C(C#N)=C/c1ccc(OC)cc1)C1CCS(=O)(=O)C1 (configuration not stated)
→ 1	-5	-4	-4	1	-23	9	0.91
COc1cc2nc(CN(C)Cc3ccc(C(C)(C)C)cc3)[nH]c(=O)c2cc1OC
→ -2	10	-36	-3	1.4	-1	-8	1.1
CCC(C(=O)Nc1cccc(C(=O)O)c1)c1ccccc1 (configuration not stated)
→ -2	-15	-6	-3	1.1	7	9	0.91
O=C(COC(=O)c1c(Cl)cccc1Cl)NCC1CCCO1 (configuration not stated)
→ -1	-11	-25	-3	1.3	0	1	0.99
O=C(NCc1cccc(C(F)(F)F)c1)c1ccc2c(c1)OCO2
→ 2	-4	0	0	1	4	0	1
CCOC(=O)C(C)n1cnc2scc(-c3ccc(C)cc3)c2c1=O (configuration not stated)
→ -1	0	-13	-1	1.1	4	1	0.99
CCc1ccc(-n2c(SCc3cc(=O)n4cc(Br)ccc4n3)nc3[nH]ncc3c2=O)cc1
→ 3	4	-16	4	1.2	-11	2	0.98
COc1ccc(CCNC(=O)CS(=O)Cc2nc(-c3cccs3)oc2C)cc1OC (configuration not stated)
→ -1	10	6	13	0.94	4	10	0.9
CCn1c(C)nc([N+](=O)[O-])c1C(=O)O
→ -3	10	2	-14	0.97	-7	4	0.96
CCOc1cc(/C=C/C(=O)O)ccc1OCCO
→ -5	6	7	-6	0.93	-7	-2	1
COc1cccc(C(=O)NNc2c3ccccc3nc3ccccc23)c1
→ 3	-7	30	2	0.7	0	10	0.9
CCC(=O)Nc1sc(Cc2ccc3c(c2)OCO3)c(C)c1C(N)=O
→ 2	40	-3	-7	1	-7	9	0.91
c1ccc(-c2ccccc2-c2nc(-c3cccnc3)no2)cc1
→ -1	14	5	2	0.95	6	7	0.93
CN(C(=O)c1cccc(Nc2ccc(-c3ccc4c(c3)OCCO4)nn2)c1)C1CCCCC1
→ 1	1	-34	0	1.3	-14	-6	1.1
Cc1ccc(O)c(C(=O)c2cnc3c(c2)c(-c2ccc(F)cc2)c(C#N)c(=O)n3C)c1
→ -3	-9	18	-3	0.82	1	5	0.95
CCOc1ccc(/C=C2\SC(=S)N(Nc3ccccc3)C2=O)cc1OC
→ 0	8	14	-3	0.86	4	29	0.71
CCN(CC)S(=O)(=O)c1ccc(Cl)c(C(=O)Oc2cccc(-c3cnc4ccccc4n3)c2)c1
→ -7	22	-15	-8	1.1	2	2	0.98
O=CN1CCC(=O)N(Cc2ccccc2)c2ccccc21
→ -4	11	10	-9	0.9	2	4	0.96
COc1ccc(CN(C)CC(=O)Nc2ccc(Cl)cc2F)c(OC)c1
→ -4	8	12	-2	0.88	2	-5	1.1
Cc1cc2c(cc1C)CSC(c1ccccc1OC(=O)C(C)C)SC2
→ -7	-14	-14	-3	1.1	-3	-14	1.1
O=C(CSCc1ccc(Cl)cc1)N1CCN(Cc2ccc3c(c2)OCO3)CC1
→ 6	5	-9	3	1.1	-10	9	0.91
COc1cccc(-n2cnnn2)c1
→ 1	-8	-16	2	1.2	2	-5	1.1
O=C(OCc1nc2ccsc2c(=O)[nH]1)c1cccc(S(=O)(=O)N2CCOCC2)c1
→ 3	11	-7	-2	1.1	-8	10	0.9
O=c1oc2ccccc2n1Cc1ccccc1Cl
→ -4	-14	-6	-4	1.1	3	9	0.91
CCC(C)c1ccccc1N1CC(C(=O)Nc2ccc(S(=O)(=O)N3CCOCC3)cc2)CC1=O (configuration not stated)
→ 5	-1	4	-1	0.96	-16	-6	1.1
CCSc1nnc2c(n1)[nH]c1c(C)cccc12
→ -1	18	8	1	0.92	-5	2	0.98
C/C(=N/OCO/N=C(\C)c1ccc(F)cc1F)c1ccc(F)cc1F
→ -3	-24	17	-3	0.83	2	3	0.97
Cc1cccn2c(=O)c(C(=O)NC3CC(C)CC(C)(C)C3)c(O)nc12 (configuration not stated)
→ 1	-65	-10	4	1.1	5	1	0.99
N#Cc1ccc(Oc2c(Cl)cncc2Cl)cc1
→ -4	0	-3	-6	1	1	12	0.88
O=C(NC(=O)c1ccccc1)Nc1ccc(Cl)cn1
→ -3	0	2	-6	0.98	-5	1	0.99
CN1CC(=O)N(CC(=O)Nc2ccc(OCc3ccccc3)cc2)C1=O
→ 23	-7	17	0	0.83	3	4	0.96
COc1ccccc1C(CC(=O)Nc1ccccc1C)c1ccc(OC(C)C)cc1 (configuration not stated)
→ -1	-5	23	13	0.77	0	-40	1.4
CC(NCc1ccncc1)C12CC3CC(CC(C3)C1)C2 (configuration not stated)
→ -3	2	0	-2	1	-5	2	0.97

Structures above containing a thiophene ring, fused or not:
Value order: A3A deaminase	PfGluPho inh	hIAP inh	HKDC1 inhibitor	hIAP activ	ATG4B inh	mIAP inh	mIAP activ
CCOC(=O)C(C)n1cnc2scc(-c3ccc(C)cc3)c2c1=O (configuration not stated)
→ -1	0	-13	-1	1.1	4	1	0.99
COc1ccc(CCNC(=O)CS(=O)Cc2nc(-c3cccs3)oc2C)cc1OC (configuration not stated)
→ -1	10	6	13	0.94	4	10	0.9
CCC(=O)Nc1sc(Cc2ccc3c(c2)OCO3)c(C)c1C(N)=O
→ 2	40	-3	-7	1	-7	9	0.91
O=C(OCc1nc2ccsc2c(=O)[nH]1)c1cccc(S(=O)(=O)N2CCOCC2)c1
→ 3	11	-7	-2	1.1	-8	10	0.9

Other entries follow:
Value order: A3A deaminase	PfGluPho inh	hIAP inh	HKDC1 inhibitor	hIAP activ	ATG4B inh	mIAP inh	mIAP activ
CC(=O)NC1C(=O)N(CC(C)C)c2ccccc21 (configuration not stated)
→ -2	3	17	2	0.83	-1	-9	1.1
Cc1nc(OCc2ccccc2)c2ccccc2n1
→ -2	-11	3	7	0.97	-3	11	0.89
O=C1c2oc3ccccc3c(=O)c2C(c2cccnc2)N1CCCN1CCOCC1 (configuration not stated)
→ -3	-11	-5	-9	1	-6	-5	1
Cc1ccc2nc(-c3ccncc3)cc(-c3ccccc3)c2c1
→ 0	-6	-2	27	1	5	17	0.83
O=C(/C=C/c1ccccc1)OCC(=O)N1CCCC1
→ 0	-7	-8	-1	1.1	-5	9	0.91
CCn1cnc2c1c(=O)n(CC(=O)OC(C)C(N)=O)c(=O)n2Cc1ccccc1 (configuration not stated)
→ -3	-6	-12	-6	1.1	4	18	0.82
Cc1ccc(-c2cc(=O)c3cc(F)ccc3[nH]2)cc1
→ 1	3	15	-7	0.85	1	12	0.88
COc1ccc(CC(NC(C)=O)C(=O)N2CCN(C(=O)Nc3ccc(Cl)cc3)CC2)cc1OC (configuration not stated)
→ -3	1	31	-15	0.69	-10	-11	1.1
O=C(Cn1cnc(S(=O)(=O)N2CCCC2)c1)Nc1ccc(OC(F)(F)F)cc1
→ 0	-7	-2	-4	1	-2	1	0.99
CCOC(=O)N1CCC(NC(=O)CN2C(=O)COc3ccc(C(C)(C)C)cc32)CC1
→ -3	-5	-22	-6	1.2	-10	-12	1.1
COc1ccc([C@H]2/C=C\CN(C(=O)C3CCCC3)[C@@H](C)C(=O)N2Cc2ccc(F)cc2)cc1
→ -2	13	7	-3	0.93	-6	-8	1.1
Cc1ccsc1CNC1CCCCC1
→ 1	2	4	-4	0.96	-2	0	1
CCC(C)[C@H](NC(=O)NCC1CCCO1)C(=O)OC (some centres not stated)
→ -1	-13	-5	8	1.1	-2	-5	1.1
CC(Oc1cccc(Cl)c1)c1ccnc2nc(/N=C/N(C)C)nn12 (configuration not stated)
→ 0	-13	-1	12	1	-3	-2	1
O=C(COC(=O)CNS(=O)(=O)/C=C/c1ccccc1)Nc1cc(S(=O)(=O)N2CCCCC2)ccc1Cl
→ 7	-12	-8	1	1.1	-17	4	0.95
C/C(=C\C(=O)Nc1cscc1C)C(=O)O
→ -2	13	4	0	0.96	-7	6	0.94
COc1ccc(S(=O)(=O)N2CCCCC2)cc1NC(=O)c1cccs1
→ -5	-1	-14	-8	1.1	0	-1	1
Cc1cccc(N(C(=O)CCC(=O)Nc2ccccn2)C(C(=O)NC(C)C)c2ccc(O)cc2)c1 (configuration not stated)
→ -4	-24	5	-1	0.95	-7	-1	1
O=C(COC(=O)c1ccc(O)cc1O)c1ccc2c(c1)OCCO2
→ 5	-12	5	-2	0.95	-1	9	0.91
Cn1c(Cn2nnc(-c3ccccc3)n2)nnc1SCc1ccccc1Cl
→ -5	6	7	15	0.93	-6	-1	1
CN(C)c1ccc(C(CNC(=O)c2ccc(C#N)cc2)c2c[nH]c3ccccc23)cc1 (configuration not stated)
→ 0	25	5	3	0.95	-13	4	0.96
Cc1ccc(NC2OC(C(O)CO)C(O)C2O)cc1[N+](=O)[O-] (configuration not stated)
→ -1	-5	6	2	0.94	1	9	0.91
CCc1sc(C(=O)Nc2cccnc2)cc1Br
→ -4	8	9	-3	0.91	2	2	0.98
CCN(CC)CC(=O)N1N=C(c2cccs2)CC1c1ccco1 (configuration not stated)
→ 9	-17	-24	-12	1.2	5	2	0.98
CC(C)COC(=O)c1nnsc1NC(=O)Nc1ccccc1
→ -1	3	-7	-8	1.1	-2	4	0.95
CCOC(=O)c1ccc(NC(=O)c2nc[nH]c2C(=O)NC)cc1
→ -1	11	-29	-2	1.3	-18	0	1
O=C(c1ccc(-n2cnnn2)cc1)N1CCN(C(c2ccccc2)c2ccccc2)CC1
→ 0	-1	6	-1	0.94	-4	8	0.92
